Compound activity: PubChem BioAssay, Broad Institute
S100A4 MyoIIA – blocks human S100A4 binding to myosin IIA peptide. P26447. S100A4/TAMRA-MyoIIA peptide fluorescence polarization. inhibition, % at 10.7 µM. 360,000 tested, 0.14% active;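 active = mean inhibition of at least 70% across replicates, with every replicate also reaching that level; inconclusive = mean inhibition reaches 70% but some replicates fall short; inactive = mean inhibition below 70%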
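Test system: S100A4 monomer protein. Medium: HEPES buffer with Ca2+, pH 7.2. Reagent: fluorescent myosin IIA peptide, 5 nM. Compound dosing: single-point compound testing. Timing: 5 min between mix addition and reading. Benchmarks: DMSO neutral and TFP positive wells.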
ERp5 block – inhibitors of human ERp5 | Q15084 | 350,000 tested, 0.05% active | ERp5 insulin aggregation, absorbance 650 nm, 90 min | inhibition, % at 9.99 µM;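 active = mean replicate inhibition above about 25%, with every replicate also reaching it, limit read from the data, passing the limit was not always enough; inconclusive = only one of those two criteria met; inactive = neither criterion met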
Target sequence (Q15084 whole entry, looked up): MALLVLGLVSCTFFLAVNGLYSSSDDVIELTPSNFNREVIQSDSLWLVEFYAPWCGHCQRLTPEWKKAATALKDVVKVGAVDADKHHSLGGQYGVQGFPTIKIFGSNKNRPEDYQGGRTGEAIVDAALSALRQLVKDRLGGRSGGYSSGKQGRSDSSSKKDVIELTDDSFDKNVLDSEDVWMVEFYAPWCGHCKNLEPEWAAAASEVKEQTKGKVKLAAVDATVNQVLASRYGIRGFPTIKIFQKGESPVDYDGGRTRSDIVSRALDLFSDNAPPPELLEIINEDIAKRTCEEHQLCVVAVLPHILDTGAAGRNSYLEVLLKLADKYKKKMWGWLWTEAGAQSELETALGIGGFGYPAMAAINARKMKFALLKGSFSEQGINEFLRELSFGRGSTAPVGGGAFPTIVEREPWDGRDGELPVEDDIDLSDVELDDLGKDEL
DENV2 CPE rescue – DENV2-induced cell death inhibition | DENV2-infected cells, cytopathic effect rescue, plate reader | CPE inhibition, % at 9.99 µM | 350,000 tested, 1.7% active; in the data active = CPE inhibition above about 20%, passing the limit was not always enough; inconclusive = no clear call, values can overlap the other calls; tested in BHK-21 cells;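 also: 0% = median of neutral control wells and 100% = median of positive control wells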
SIRT5 inh – inhibitors of human sirtuin-5 desuccinylase | Q9NXA8 | Purified SirT5, succinyl-peptide AMC, trypsin-coupled fluorescence | inhibition, % at 15 µM | 330,000 tested, 1.1% active | AID 652115; in the data active = inhibition above about 15%; inconclusive = no clear call, values can overlap the other calls
E-selectin induc – E-selectin induction on HUVECs | 260,000 tested, 0.37% active | AID 686992 | activation, % at 7.58 µM | HUVEC E-selectin immunofluorescence imaging; normalized: neutral wells 0, TNF-alpha wells 100;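 active = mean E-selectin-positive cell signal at least 10% of the positive control, reached in at least 60% of replicates, without over 20% cell loss; inconclusive = no rule given, readout overlaps actives, possibly toxicity-flagged; inactive = the rest, including those meeting only one limit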;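 also: in these data hits start at about 27%; measured in HUVEC primary endothelial cells; signal is the percent of cells scored E-selectin positive by PE staining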
Target sequence (P16581 whole entry, looked up): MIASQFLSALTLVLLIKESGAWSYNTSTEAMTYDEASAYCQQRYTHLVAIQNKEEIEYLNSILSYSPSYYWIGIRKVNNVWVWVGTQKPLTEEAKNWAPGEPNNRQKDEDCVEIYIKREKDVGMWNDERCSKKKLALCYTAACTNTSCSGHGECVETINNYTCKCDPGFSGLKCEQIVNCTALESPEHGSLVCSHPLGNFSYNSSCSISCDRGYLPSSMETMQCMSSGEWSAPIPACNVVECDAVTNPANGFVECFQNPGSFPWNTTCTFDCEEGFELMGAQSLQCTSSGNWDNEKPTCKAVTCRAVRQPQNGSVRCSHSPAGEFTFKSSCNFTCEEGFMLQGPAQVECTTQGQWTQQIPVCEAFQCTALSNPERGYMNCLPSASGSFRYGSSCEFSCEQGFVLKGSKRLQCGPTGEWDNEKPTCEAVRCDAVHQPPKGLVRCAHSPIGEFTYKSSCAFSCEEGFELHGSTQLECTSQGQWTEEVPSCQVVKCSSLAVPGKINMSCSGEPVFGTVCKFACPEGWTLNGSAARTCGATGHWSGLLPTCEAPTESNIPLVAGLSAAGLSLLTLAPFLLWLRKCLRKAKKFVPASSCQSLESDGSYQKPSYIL
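Assay system: HUVEC primary endothelial cells. Input: 3,000 HUVEC seeded per well. Doses: one compound dose added by pin transfer. Read-out basis: % PE-positive cells. Benchmarks: TNF-alpha high, DMSO low. Detection: immunofluorescence imaging. Buffer or medium: EGM-2, gelatin.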
PglD inh – inhibitors of Campylobacter jejuni PglD acetyltransferase | purified PglD enzyme, DTNB colorimetric CoA detection | inhibition, % at 12.5 µM | 360,000 tested, 0.098% active; in the data active = inhibition above about 16%, passing the limit was not always enough; inconclusive = no clear call, values can overlap the other calls; also: strong numbers were not always called active
Statin myotox sup – suppressors of simvastatin-induced myotoxicity in C2C12 myotubes; ATP luminescence, 48 h; scaled: DMSO 0, geranylgeraniol control 100; rescue of ATP level, % at 7.49 µM; 330,000 tested, 0.78% active; AID 602340;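 active = mean ATP rescue above about 67%, or every replicate alone reaching that limit, limit read from the data, passing the limit was not always enough; inconclusive = no clear call, values can overlap the other calls; inactive = mean under the limit and some replicate under it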;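 also: myotubes were challenged with 10 µM simvastatin during compound exposure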
* = called active by the depositor; ? = inconclusive; . = not tested or not shown; & = joins results of further samples. The list is partial (hit frequency here may not be typical).

no. | Compound | S100A4 MyoIIA | ERp5 block | DENV2 CPE rescue | SIRT5 inh | E-selectin induc | PglD inh | Statin myotox sup
1 | CC1CCN(CC(O)COc2ccc(C(=O)c3ccccc3)cc2)CC1 (stereo not given) | -49 | 0 | 1 | -6 | 0.0 | -4 | -3
2 | CCC(=O)c1ccc(OCC(=O)Nc2ccccc2N2CCCCC2)cc1 | 2 | -2 | 14 | -3 | . | 0 | 5
3 | Cc1ccc(C(=O)NN2CCOCC2)cc1[N+](=O)[O-] | -2 | 1 | 0 | 0 | . | -1 | 4
4 | Cc1nn(-c2ccccc2)c(N)c1N=Nc1ccccc1 | 1 | 2 | -5 | 3 | . | . | .
5 | CCNC1(C(N)=O)CCN(Cc2ccccc2)CC1 | -3 | -6 | -3 | . | -0.1 | 0 | 6
6 | C[C@@H]1CN([C@H](C)CO)C(=O)c2cccc(NC(=O)C3CC3)c2O[C@@H]1CN(C)S(=O)(=O)c1cn(C)cn1 | 13 | 0 | -3 | 10 | -0.2 | -1 | -28
7 | O=C(C1=C[C@H](c2ccccc2)C[C@H](OCc2ccc(CO)cc2)O1)N1CCOCC1 | 11&-5 | 5&2 | -11&-7 | 1 | 0.3 | 1&-4 | 1
8 | CCCCN(Cc1cccs1)S(=O)(=O)c1csc(C(N)=O)c1 | -4 | -4 | 15 | 2 | . | 5 | 10
9 | O=C(NCC1COc2ccccc2O1)c1ccc(NC(=O)C(c2ccccc2)c2ccccc2)cc1 (stereo not given) | 1 | -2 | -2 | 1 | . | -10 | 20
10 | CC(C)NC(=O)N(C)C[C@H]1Oc2ccc(NC(=O)c3ccncc3)cc2C(=O)N([C@@H](C)CO)C[C@H]1C | -42 | -1 | 3 | -2 | -0.1 | -5 | 8
11 | O=C(Nc1cccc2c1CCCC2)c1cc(C2CCCCN2C(=O)CCCc2ccccc2)on1 (stereo not given) | 2 | -4 | -4 | . | -0.1 | . | 1
12 | CN1CCN(S(=O)(=O)c2cccc(C(=O)NC3CCCC3)c2)CC1 | -1 | 2 | -4 | -3 | 2.8 | 8 | -5
13 | CN(C)c1nc2c(c(=O)n(C)c(=O)n2C)n1CC(=O)c1cccs1 | 5 | 4 | -5 | -4 | -0.1 | . | .
14 | C[C@@H]1CN([C@@H](C)CO)C(=O)c2cccc(NC(=O)Nc3ccc(C(F)(F)F)cc3)c2O[C@@H]1CN(C)C(=O)Nc1ccc(C(F)(F)F)cc1 | -6 | 9 | 2 | 1 | -0.1 | 0 | -37
15 | O=C(N/N=C/c1ccc([N+](=O)[O-])o1)c1ccncc1 | -8 | 4 | 2 | 2 | -0.2 | -3 | .
16 | COc1ccc(CN2CCCCCC2)cc1Br | 3 | -1 | 0 | 0 | 2.5 | 5 | -1
17 | COc1ccc(NC2SC(=O)N(C)C2=O)cc1 (stereo not given) | 9 | 0 | 0 | -1 | . | -1 | 3
18 | C[C@@H]1CN([C@@H](C)CO)C(=O)c2cc(NS(=O)(=O)c3cccs3)ccc2O[C@@H]1CN(C)S(=O)(=O)c1ccc(F)cc1 | -13 | 0 | 3 | -3 | 0.0 | -3 | .
19 | Cc1cccc(-n2ncc3c2CCCC3NC(=O)C2=CC(=O)CC(C)(C)O2)c1C (stereo not given) | 4 | 2 | 18 | 1 | -0.1 | -1 | -15
20 | C[C@H]1CN([C@@H](C)CO)C(=O)Cc2cc(NC(=O)Cc3ccccc3)ccc2O[C@@H]1CN(C)Cc1ccc(C(F)(F)F)cc1 | 7 | -2 | ? | 10 | 0.2 | 7 | 37
21 | Cc1ccc2nc(SC(C)C(=O)NC3CCCC3)[nH]c2c1 (stereo not given) | 1 | -3 | 6 | . | 0.3 | -5 | -12
22 | O=C(Nc1ccc(F)cc1)Nc1ccc(S(=O)(=O)N2CCCC2)cc1 | -3 | 2 | -8 | -1 | -0.7 | -3 | -3
23 | CCc1csc(N2[C@H](C#N)[C@H](c3ccccc3-c3ccc(F)cc3)[C@H]2CO)n1 | 2 | 17 | 10 | 3 | 0.6 | . | .
24 | C=CCNC(=O)/C(C#N)=C/c1ccc2c(c1)OCCO2 | 2 | -7 | -4 | 5 | . | . | .
25 | O=C(C1CCCC1)N1CC(=O)N2[C@H](CO)[C@@H](c3ccc(C#Cc4cccc(F)c4)cc3)[C@@H]2C1 | -76 | 7 | 4 | . | 0.1 | . | .
26 | CC(C)c1nnc(NC(=O)CCC(=O)NC2CCCCCC2)s1 | -1 | -16 | 4 | 1 | . | -1 | -10
27 | CCn1cc(CCCC(=O)NCc2cccnc2)c2ccccc21 | 1 | 5 | -6 | -3 | 0.3 | -1 | 0
28 | COc1ccccc1CNS(=O)(=O)c1ccc(N2CCCC2)cc1Br | -4 | 11 | -6 | 1 | -0.1 | -6 | -11
29 | COc1ccc(-c2sc3cc4c(cc3c2-c2ccc(OCCN3CCOCC3)cc2)OCO4)cc1 | -3 | 12 | -7 | -6 | -0.3 | 0 | 4
30 | O=C(NCCc1ccccc1)C1C(=O)Nc2ccccc2C(=O)N1C1CCCCC1 (stereo not given) | -1 | 6 | -12 | -2 | 207* | . | .

Two compounds from above, limited to PglD inh and DENV2 CPE rescue:
item | Structure | PglD inh | DENV2 CPE rescue
28 | COc1ccccc1CNS(=O)(=O)c1ccc(N2CCCC2)cc1Br | -6 | -6
29 | COc1ccc(-c2sc3cc4c(cc3c2-c2ccc(OCCN3CCOCC3)cc2)OCO4)cc1 | 0 | -7

(listing goes on)
no. | Compound | S100A4 MyoIIA | ERp5 block | DENV2 CPE rescue | SIRT5 inh | E-selectin induc | PglD inh | Statin myotox sup
31 | COc1cc2c(cc1OC)CN(CCC(=O)c1ccc(Br)cc1)CC2 | 4 | -6 | 11 | -2 | -0.6 | . | .
32 | COc1ccc2c3c(n(C)c2c1)[C@@H](CO)N(C(=O)c1ccncc1)CC31CCN(S(C)(=O)=O)CC1 | -8 | 0 | 4 | -6 | -0.3 | . | .
33 | C/C(Nc1ccc(Cl)cc1)=C1/CCOC1=O | 6 | 8 | 5 | -1 | 0.4 | . | 11
34 | O=C(c1ccccn1)N1CCCC(N2CCN(c3cccc(C(F)(F)F)c3)CC2)C1 (stereo not given) | -2 | -1 | 0 | -4 | . | 10 | 20
35 | COc1ccc(NC(=O)N(C)C[C@H]2Oc3ccc(NS(=O)(=O)c4c(C)noc4C)cc3C(=O)N([C@@H](C)CO)C[C@H]2C)cc1 | 1 | 4 | 10 | 0 | -0.9 | 2 | 9
36 | C[C@@H](O)C#Cc1ccc2c(c1)O[C@H](CN(C)C(=O)C1CCCCC1)[C@@H](C)CN([C@@H](C)CO)S2(=O)=O | -7 | 8 | -4 | 4 | . | 4 | -1
37 | O=C(NC(=S)Nc1ccc(CN2CCOCC2)cc1)c1ccc(-c2ccc(Cl)cc2)o1 | -14 | 2 | -2 | 0 | 0.1 | . | .
38 | CC(=O)c1cc(Cl)ccc1OCC(=O)Nc1cccc(S(=O)(=O)N2CCCC2)c1 | -1 | 0 | 3 | -4 | -0.5 | . | 11
39 | Cc1cc(=O)[nH]c(N/N=C/C(C)c2ccccc2)n1 (stereo not given) | -3 | 2 | 2 | 0 | 0.3 | 5 | -1
40 | [O-]/C(=C(\C(=S)Nc1ccc(SC(F)F)cc1)[n+]1ccccc1)c1ccc(Cl)cc1Cl | -6 | -1 | -3 | 1 | . | -2 | -10
41 | CCOc1ccc2oc(C(=O)NC(C)(C)CC)c(C)c2c1 | -10 | 4 | -1 | -4 | . | -7 | -25
42 | COc1ccccc1OCC(=O)Nc1cc(NC(=O)COc2ccccc2OC)cc(C(=O)O)c1 | -3 | 3 | 0 | . | . | -5 | -1
43 | COCC(=O)Nc1ccc2c(c1)C(=O)N(C)C[C@@H](OC)[C@@H](C)CN(Cc1ccccc1OC)[C@@H](C)CO2 | 7 | -7 | -2 | 6 | -0.2 | 2 | -9
44 | CSc1ncc(Cl)c(C(=O)Nc2ccccc2[N+](=O)[O-])n1 | -3 | 2 | 4 | 4 | . | 1 | 12
45 | CC(C)CC(C(=O)O)N1C(=O)[C@@H]2[C@H](C1=O)[C@@H]1C[C@H]2C(Br)C1Br (stereo not given in full) | 0 | -6 | 13 | -1 | . | . | .
46 | Cc1onc(-c2ccccc2)c1C(=O)Nc1nnc(N2CCCCCC2)s1 | 0 | 4 | . | . | . | -2 | 12
47 | CCOC(=O)C1CCCN(C(=O)c2cc(-c3cccs3)oc2C)CC1 (stereo not given) | 4 | -1 | 4 | . | . | 2 | -11
48 | O=C(Cc1ccccc1)Nc1ccccc1C(=O)N1CCCCC1 | 4 | -2 | 14 | -4 | -0.2 | -2 | .
49 | COc1ccc2c3c([nH]c2c1)[C@@H](CO)N(C(=O)C1CCCC1)CC31CN(Cc2nccs2)C1 | 2 | -9 | -5 | 0 | 0.0 | . | .
50 | CSc1nc(COC(=O)NC(C)C)c(COC(=O)NC(C)C)n1Cc1ccccc1 | 1 | -9 | -1 | -2 | -0.1 | . | .
51 | O=C(c1cc(COc2ccc(F)cc2Cl)on1)N1CCC(c2ccncc2)CC1 | 1 | 2 | -4 | -3 | 0.8 | . | .
52 | O=C(C[n+]1cccc(/C=N/O)c1)N(Cc1ccccc1)Cc1ccccc1 | 2 | 6 | -6 | -3 | -0.3 | . | .
53 | COc1cc(-c2cnc3c(NC(C)=O)cc(-c4ccc(N5CCN(C)CC5)cc4)cn23)cc(OC)c1OC | -7 | -2 | -2 | . | -0.2 | 3 | 6
54 | C[C@H]1CN([C@@H](C)CO)C(=O)Cc2cc(NC(=O)CCN3CCOCC3)ccc2O[C@H]1CN(C)Cc1ccncc1 | 6 | 2 | -6 | -4 | 7.4 | 5 | -3
55 | CC(C)Cn1c(N)c(C(=O)COC(=O)c2cc(C3CC3)nc3ccccc23)c(=O)n(C)c1=O | -4 | -1 | -9 | . | 0.1 | . | .
56 | CO[C@H]1CN(C)C(=O)c2cc(NS(=O)(=O)c3ccccc3)ccc2OC[C@@H](C)NC[C@H]1C | 4 | -3 | 18 | . | -0.3 | 3 | 7
57 | CC(C)(C)c1cc[n+](-c2[nH]c(=O)sc2/C=N/N=C(\[O-])c2ccccc2)cc1 | -3 | -2 | -2 | 3 | . | -8 | 2
58 | O=C(NCc1ccc(Cl)cc1)c1cc2c(s1)CS(=O)(=O)C2 | 0 | 4 | 2 | 0 | . | 6 | 6
59 | CC(C)CC#Cc1ccc2c(c1)O[C@@H](CN(C)S(C)(=O)=O)[C@H](C)CN([C@H](C)CO)S2(=O)=O | 2 | 5 | -13 | -2 | 0.0 | 3 | -35
60 | Cn1nnnc1NCc1ccc(Cl)cc1 | -1 | -3 | 0 | 0 | . | . | .

no. | Compound | S100A4 MyoIIA | ERp5 block | DENV2 CPE rescue | SIRT5 inh | E-selectin induc | PglD inh | Statin myotox sup
61 | COc1ccc(CN2CCC(n3nccc3NC(=O)CCCc3ccccc3)CC2)cc1C | -12 | 0 | 0 | -4 | . | -1 | -23
62 | O=C(Cc1cccnc1)N[C@@H]1CC[C@H](CCNS(=O)(=O)c2ccccc2Cl)O[C@H]1CO | -1 | -1 | -1 | -5 | -0.2 | -1 | 0
63 | Nc1nccnc1C(=O)N/N=C/c1ccco1 | -5 | 4 | 2 | -1 | 2.2 | . | .
64 | CN1CCN(C(=O)C[C@@H]2C[C@H]3c4cc(NC(=O)Nc5ccc(F)cc5)ccc4O[C@H]3[C@@H](CO)O2)CC1 | -10 | -4 | -3 | 0 | -0.2 | 0 | 2
65 | C[C@@H]1CN([C@@H](C)CO)C(=O)c2cc(NC(=O)CCC(F)(F)F)ccc2O[C@@H]1CN(C)Cc1ccc(C(F)(F)F)cc1 | -9 | -7 | ? | 6 | 1.7 | 0 | -3
66 | CC1CCCCN1S(=O)(=O)c1cnc(Cl)c(Br)c1 (stereo not given) | 26 | 11 | 8 | . | . | . | .
67 | CC(C)(C)OC(=O)[C@H]1[C@H](c2ccc([N+](=O)[O-])cc2)C2(C(=O)c3ccccc3C2=O)C2c3ccccc3C=NN21 (stereo not given in full) | -7 | -1 | 1 | 3 | . | . | .
